PREPL inhibitor – inhibits the human prolyl oligopeptidase-like enzyme; Q4J6C6; recombinant PREPL, fluorescence polarization activity-based probe; inhibition, % at 5.96 µM; 320,000 tested, 0.68% active; in the data active = inhibition above about 43%;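 note: 0% = enzyme with DMSO and 100% = wells lacking enzyme; many of its hits are not listed in these tables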
Target sequence (Q4J6C6 whole entry, looked up): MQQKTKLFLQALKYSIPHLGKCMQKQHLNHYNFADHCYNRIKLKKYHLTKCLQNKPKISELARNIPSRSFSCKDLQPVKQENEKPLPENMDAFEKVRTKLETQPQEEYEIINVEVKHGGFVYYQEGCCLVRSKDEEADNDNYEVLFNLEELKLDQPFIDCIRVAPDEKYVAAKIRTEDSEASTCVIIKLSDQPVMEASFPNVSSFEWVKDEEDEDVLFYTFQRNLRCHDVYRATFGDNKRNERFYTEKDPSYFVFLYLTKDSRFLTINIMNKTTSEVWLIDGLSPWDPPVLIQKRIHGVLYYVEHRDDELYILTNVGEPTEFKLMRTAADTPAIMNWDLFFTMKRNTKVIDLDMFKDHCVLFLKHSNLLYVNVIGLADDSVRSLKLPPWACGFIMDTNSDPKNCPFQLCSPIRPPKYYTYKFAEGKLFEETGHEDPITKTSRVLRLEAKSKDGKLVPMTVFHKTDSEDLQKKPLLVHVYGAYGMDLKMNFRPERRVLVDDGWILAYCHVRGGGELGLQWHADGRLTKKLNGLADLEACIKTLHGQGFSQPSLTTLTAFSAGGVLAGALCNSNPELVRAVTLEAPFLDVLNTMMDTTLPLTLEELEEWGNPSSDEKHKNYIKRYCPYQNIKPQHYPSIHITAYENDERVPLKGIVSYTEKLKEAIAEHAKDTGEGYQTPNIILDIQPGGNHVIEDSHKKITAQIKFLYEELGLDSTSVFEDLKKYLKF
PAFAH1B3 FP inh – PAFAH1B3 (human) inhibition | recombinant PAFAH1B3, FP-rhodamine probe, fluorescence polarization | inhibition, % at 3.39 µM | 340,000 tested, 0.28% active | AID 492972;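 active = inhibition above the screen-wide average of all tested compounds plus 3 SD, cut at about 25% in these data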;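 note: 0% = enzyme with DMSO only and 100% = wells lacking PAFAH1B3 protein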
PAD4 FP inh – inhibitors of human PAD4; AID 485272; inhibition, % at 6.36 µM; 330,000 tested, 0.41% active; recombinant PAD4, RCA probe fluorescence polarization;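 active = percent inhibition above a cutoff equal to the mean of all tested compounds plus 3 SD, cut at about 15% in these data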;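 note: 0% = PAD4 with RCA probe and DMSO and 100% = probe without PAD4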
LYPLA2 counter – blocks human lysophospholipase 2, a PME1 counter-screen. inhibition, % at 5.9 µM. recombinant LYPLA2, FP-Rh probe fluorescence polarization. O95372. AID 2177. 320,000 tested, 0.38% active;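 active = inhibition above the screen-wide mean plus 3 SD, limit set per campaign, cut at about 26% in these data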;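 note: 0% = LYPLA2 with DMSO and 100% = wells lacking LYPLA2 enzyme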
Target sequence (O95372 whole entry, looked up): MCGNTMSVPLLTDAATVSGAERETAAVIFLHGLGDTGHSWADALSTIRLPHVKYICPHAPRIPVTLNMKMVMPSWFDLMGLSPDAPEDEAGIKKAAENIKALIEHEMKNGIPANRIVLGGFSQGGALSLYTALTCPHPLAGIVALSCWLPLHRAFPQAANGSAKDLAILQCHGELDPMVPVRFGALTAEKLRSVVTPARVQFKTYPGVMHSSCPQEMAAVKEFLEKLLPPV
LYPLA1 counter – LYPLA1 (human) inhibition in PME1 counter-screen | 320,000 tested, 0.16% active | recombinant LYPLA1, FP-Rh probe fluorescence polarization | O75608 | inhibition, % at 5.9 µM;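 active = inhibition above the mean of all tested compounds plus 3 SD, set per campaign, cut at about 14% in these data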;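 note: inhibitors block serine hydrolase probe labeling of LYPLA1 so polarization falls; 0% = enzyme with DMSO and 100% = wells lacking LYPLA1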
PAFAH2 inh – PAFAH2 (human) inhibition; 340,000 tested, 0.99% active; recombinant PAFAH2, FP-rhodamine activity probe, fluorescence polarization; Q99487; inhibition, % at 3.39 µM;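 active = inhibition above the mean over all tested compounds plus 3 SD, cut at about 30% in these data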;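 note: inhibitors block probe labeling of enzyme so polarization drops; 0% = enzyme with DMSO and 100% = wells lacking PAFAH2 protein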
PAFAH1B2 FP inh – blocks human PAF acetylhydrolase 1b catalytic subunit 2; inhibition, % at 3.39 µM; P68402; 340,000 tested, 1.2% active; recombinant PAFAH1B2, FP-rhodamine activity probe, fluorescence polarization;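 active = inhibition above the mean of all tested compounds plus 3 SD, cut at about 24% in these data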;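 note: 0% = enzyme with DMSO and 100% = wells lacking PAFAH1B2; many of its hits are not listed in these tables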
pPAFAH FP inh – pPAFAH (human) enzyme inhibition; inhibition, % at 3.39 µM; AID 463082; Q13093; recombinant pPAFAH, FP-rhodamine probe fluorescence polarization; 330,000 tested, 1.5% active;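 active = inhibition above the mean inhibition across the screen plus 3 SD, cut at about 25% in these data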;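 note: inhibitors block binding of the rhodamine activity-based probe so polarization drops; 0% = enzyme with DMSO and 100% = wells lacking pPAFAH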
GSTO1 counter – blocks human GSTO1 in RBBP9 counter-screen; AID 1974; inhibition, % at 5.96 µM; 300,000 tested, 1.1% active; recombinant GSTO1, activity-based probe fluorescence polarization;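 active = inhibition above the campaign mean inhibition plus 3 SD, cut at about 35% in these data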;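 note: 0% = GSTO1-1 with DMSO and 100% = wells lacking GSTO1-1 enzyme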
Starred values were filed as active, the others as inactive; . = not tested or not shown. These rows are one share of the data; rates above refer to the full screens.

SMILES	PREPL inhibitor	PAFAH1B3 FP inh	PAD4 FP inh	LYPLA2 counter	LYPLA1 counter	PAFAH2 inh	PAFAH1B2 FP inh	pPAFAH FP inh	GSTO1 counter
CNC(=O)C(=O)NCC1OCCN1S(=O)(=O)c1ccc(OC)c(OC)c1 (centres undefined)	1	1	-2	4	-2	-3	-4	4	4
Cc1cc(C)n(CCCNC(=O)COc2ccc([N+](=O)[O-])cc2)n1	14	9	0	.	.	3	1	1	.
COc1cc(OC)nc(NC(=O)COC(=O)C2CCCCC2)n1	5	7	-4	4	1	7	-2	-10	12
C=CCc1ccccc1OCC(=O)O	3	4	0	1	1	6	6	5	5
CC/C(=C/c1sc2ccccc2[n+]1CC)SC	-4	-5	-2	-1	-2	-5	-1	4	0
CN1CCN(c2ccc(S(=O)(=O)N3CCCCC3)cn2)CC1	14	10	3	-1	2	4	-3	-1	3
O=C(Nc1cccc(F)c1)NC1CCCc2ccccc21 (centres undefined)	1	8	-4	-10	-5	1	5	-1	0
CCOC(=O)c1cc(C#N)c(Nc2ccccc2OC)nc1C(F)(F)F	9	1	-1	0	1	0	1	18	-5
Cc1ccccc1N(CC(=O)NC1CCCC1)C(=O)CS(=O)CC(=O)Nc1ccc2c(c1)OCO2 (centres undefined)	27	9	-2	1	1	4	0	9	8
Cn1c(SCC(=O)NCc2ccc3c(c2)OCO3)nnc1-c1cccs1	9	4	-3	10	6	-3	1	6	5
Cc1cccc(C)c1NC(=O)CN(C)CC(=O)Nc1ccccc1Br	-2	5	4	2	-3	8	2	-1	-1
Cc1ccccc1C(=O)NC(=S)Nc1ncccn1	-2	3	2	5	-2	9	-1	1	4
CCOCCCNC(=O)CSc1ccccc1	-8	2	2	3	-3	-7	1	4	3
COc1ccc(CCNC(=O)CSc2nnc(-c3cccc(F)c3)o2)cc1OC	14	1	1	6	1	3	-4	6	0
Cc1ccc(C(=O)NCC(=O)OCCOc2ccccc2Cl)cc1	-15	7	-7	-6	0	-9	4	-2	-6
CCC(=O)OCCn1c(=O)c2ccccc2c2ccccc2c1=O	9	-1	3	-2	-2	-5	8	0	11
COc1ccc(-c2cc([C@H]3[C@@H]4C=CCC[C@@]4(C)C(=O)N3Cc3ccccc3)ccc2F)cc1OC	-1	5	3	-4	1	-3	1	7	-2
CCOC(=O)C1CCCN(CC(=O)Nc2c(F)c(F)c(F)c(F)c2F)C1 (centres undefined)	9	-1	0	2	3	-8	1	6	1
CCC(=O)Nc1ccc(S(=O)(=O)NCC2CCCO2)cc1 (centres undefined)	23	5	-2	6	-1	5	-1	2	7
COc1ccc(OCC(=O)OCC(=O)NC2CCCC2)cc1	11	13	-2	.	.	0	6	25	.
CC(=O)c1cnc2c(-c3ccccc3)c(C)nn2c1C	19	11	-5	0	1	-1	3	1	-3
O=C(NCc1ccc2c(c1)OCO2)C1COc2ccccc2O1 (centres undefined)	-19	5	1	11	1	3	1	1	4
CCOc1ccc2nc(SCC(=O)NC3CC3)sc2c1	0	12	0	-2	-2	-3	1	-1	-6
O=C(CCc1ccccc1)NNC(=O)c1ccccc1F	-4	4	-6	5	1	4	1	0	5
O=C(O)CC(c1ccc(Cl)cc1)N1Cc2ccccc2C1=O (centres undefined)	17	5	1	5	3	-16	-2	0	6
CC(=O)c1cc(CN2CCN(CCc3ccccc3)C(CCO)C2)cs1 (centres undefined)	-1	7	-1	3	-1	0	1	1	8
O=C(COC(=O)CNC(=O)c1ccc(Cl)c([N+](=O)[O-])c1)NNC(=O)c1cccs1	9	5	-6	1	2	-4	1	4	1
O=C(CSc1nnc2ccccn12)NNC(=O)c1cccc(Cl)c1	7	4	7	.	.	2	2	3	.
O=C1/C(=C/c2cccs2)SC(=S)N1c1cccc(O)c1	7	3	4	-1	1	-3	5	4	16
COc1ccc(C(C)=O)cc1CC(=O)Nc1ccccc1-c1ccccc1	-5	7	-1	1	0	-3	1	11	9
COC(=O)c1cc(C)nc(Sc2ccccc2N)n1	3	.	68*	3	1	.	.	2	3
O=C(O)C1CCCN(CCC=C(c2ccccc2)c2ccccc2)C1 (centres undefined)	2	7	2	-1	-4	-1	0	-6	5
O=C(O)c1ccc(COCC(F)(F)F)cc1	-8	0	1	-4	-2	8	-6	-7	0
Cc1ccc(/C(N)=N/OC(=O)C23CC4CC(CC(C4)C2)C3)cc1	-3	0	-7	2	2	2	7	-2	2
Cc1cn(S(=O)(=O)c2ccccc2[N+](=O)[O-])cn1	0	3	-3	-1	2	-5	1	-1	1
O=C1N[C@@H](Cc2cnc[nH]2)C(=O)N2CCC[C@@H]12	1	-5	-4	2	0	-1	-2	4	6
COCCNC(=O)C(c1ccc(C)o1)N(CCOC)C(=O)Cn1nnc2ccccc21 (centres undefined)	4	9	-2	6	-1	5	7	-1	1
Cc1ccc(C)c(C(=O)N(C)CC(=O)Nc2ccccc2C(F)(F)F)c1	-1	6	-4	7	0	10	-5	1	10
COc1ccc(CC(=O)N/N=C/c2cccs2)cc1OC	12	3	-2	4	2	-5	4	-2	-3
COc1ccc([N+](=O)[O-])cc1-c1nc2ccccc2nc1-c1ccccc1	-13	1	7	0	0	2	2	2	3
O=C(CSc1nc2ncccc2[nH]1)NCCc1ccccc1	8	0	2	7	1	3	6	-1	4
COc1ccccc1C(=O)Nc1ccc2c(c1)nc(CN1CCCCC1)n2C	19	3	-4	-3	-1	-2	8	-4	6
COCCNC(=O)/C(C#N)=C/c1c(N2CC(C)OC(C)C2)nc2ccccn2c1=O (centres undefined)	1	4	0	-2	-1	4	2	2	-5
COc1ccc([N+](=O)[O-])cc1C1NN=C(c2cccc3ccccc23)S1 (centres undefined)	1	10	-1	8	1	0	0	2	-3
COc1ccc(CCNC(=O)Cn2nc(C)c3c(C)n(-c4ccccc4)nc3c2=O)c(OC)c1	-4	1	-4	9	1	6	6	1	-2
CCP(=O)(c1cccc([N+](=O)[O-])c1)c1cccc([N+](=O)[O-])c1	12	0	3	7	0	-3	-1	5	-6
CC(=O)Nc1nonc1NC(=O)CSc1ncn[nH]1	1	6	-1	-3	-1	-1	1	-2	14
Cc1c(Cl)cnc(NC(=O)COC(=O)c2cc3c(s2)CCC(C)C3)c1Cl (centres undefined)	3	-1	2	-6	0	18	6	13	0
O=c1c2ccccc2nc(SCc2ccccc2Cl)n1Cc1ccccc1	0	5	1	-1	2	-1	5	14	7
O=C(c1cc(Br)c(Br)s1)N1CCN(C/C=C/c2ccccc2)CC1	7	8	2	8	1	-3	-2	0	3
Cc1csc(=O)n1CCC(=O)OCC(=O)N(CC(C)C)c1c(N)n(Cc2ccccc2)c(=O)[nH]c1=O	4	13	3	1	3	-5	4	26*	11
CCC/C=C1/CCCOC(C(=O)NCCNCCO)(C(F)(F)F)C1 (centres undefined)	-8	4	0	0	2	-1	3	2	5
COc1ccc(CS(=O)(=O)CC2(O)CCN(C(=O)c3cccc(C(F)(F)F)c3)CC2)cc1	24	3	-3	2	-4	-1	-1	-1	6
CC(NC(=O)c1ccc(CS(=O)(=O)c2ccc(Cl)cc2)o1)c1ccc2c(c1)OCCO2 (centres undefined)	-6	2	-5	2	-1	-2	9	3	3
O=C(CNC(=O)c1ccco1)OCc1ccc(C(=O)Oc2ccccc2)cc1	19	5	-9	6	1	-1	3	-4	-3
O=C(NCc1ccccc1F)C1CCCN(C(=O)Nc2ccc(F)cc2)C1 (centres undefined)	-7	-6	2	0	0	12	3	-2	1
CC(C)CCNC(=O)CNC(=S)N(Cc1ccccc1)Cc1cccnc1	21	7	3	2	3	11	4	3	-4
CN1CCN(CCCNC(=O)CCc2nnc3n(Cc4ccccc4Cl)c(=O)c4ccccc4n23)CC1	-16	2	-4	-4	0	2	2	-4	-8
CCOC(=O)CSc1nc(-c2ccccc2)nc2ccccc12	-4	-4	3	-5	-4	0	-1	0	-9
CC(C)CNC(=O)C(=O)NNC(=O)c1ccco1	2	.	-7	-5	-1	.	.	2	7
The list continues:
SMILES	PREPL inhibitor	PAFAH1B3 FP inh	PAD4 FP inh	LYPLA2 counter	LYPLA1 counter	PAFAH2 inh	PAFAH1B2 FP inh	pPAFAH FP inh	GSTO1 counter
Cc1ccccc1NC(=O)Cn1cc(C(=O)C2CC2)c2ccccc21	-2	7	-7	2	3	1	-1	-7	-1
CCOc1nc(Nc2cc(Cl)ccc2OC)nc(OCC)n1	0	11	3	-6	-3	-3	-3	0	11
CC(=O)N(c1ccc(Cl)cc1)c1c[nH]c2ccccc12	7	6	-1	2	2	4	5	4	-1
COC(=O)c1ccc(Oc2nc3ccccc3n3c(C)nnc23)cc1	19	11	3	-2	-1	5	0	-2	-16
CSc1oc(-c2cccs2)nc1S(=O)(=O)c1ccccc1	-3	-1	-2	-3	-2	4	4	10	-2
CN1CC(c2ccccc2)C2(COc3ccccc3C2=O)C12C(=O)Nc1ccccc12 (centres undefined)	-5	17	1	1	-2	-5	-6	2	-5
CS(=O)(=O)c1cccc(NC(=O)C2CC2)c1	10	3	-1	0	-1	-3	5	2	3
O=C(/C=C/c1ccc([N+](=O)[O-])cc1)OCC(=O)N1CCOCC1	6	0	-1	.	.	-6	0	-6	.
OC[C@@H]1CCCN1Cc1cn(-c2ccccc2)nc1-c1ccc2c(c1)OCO2	-8	5	1	-2	2	-2	1	0	-9
Cc1cccn2c(=O)nc(SCC(=O)NCCc3ccccc3)nc12	11	-1	-2	1	0	22	10	4	11
CCCn1cc(S(=O)(=O)c2ccc(F)cc2)c(=O)c2cc(OCC)ccc21	-5	6	-3	10	3	-7	-2	5	2
Cc1cccc(C(=O)Nc2ccccc2C(=O)OCc2c(C)noc2C)c1	-6	5	-5	-3	-4	2	2	1	2
CN1CCN(C=Nc2nc3ccccc3nc2N2CCCC2)CC1	11	15	1	-1	2	3	13	8	2
COc1ccc(S(=O)(=O)CCC(=O)Nc2cc(C)ccc2OC)cc1	1	6	-1	-2	-4	-6	-5	-3	3
CN1CCN(c2cc(-c3ccccc3)nc3cc(-c4ccc(F)cc4)nn23)CC1	9	4	-7	-5	-3	2	1	-3	-4
Cn1nc([N+](=O)[O-])nc1Oc1ccccc1	4	10	-1	4	1	3	4	8	-1
COc1ccc(NC(=O)c2c3c(nc4ccccc24)CCN(Cc2ccccc2)C3)c(OC)c1	8	6	-9	-2	4	1	1	-2	4
O=C(c1cccc(F)c1)N1CCN(S(=O)(=O)Cc2ccccc2)CC1	-6	-2	0	-5	1	-7	1	3	4
Cc1cccc(NC(=O)CCN2CCCC(C)C2)c1 (centres undefined)	-1	7	-4	-1	-2	2	3	3	0
CCOc1ccc2[nH]c(=O)c(CN(CCO)C(=O)c3ccc(OC)c(OC)c3)cc2c1	13	5	-1	-3	-2	-3	3	2	1
CSc1ncccc1C(=O)OCC(=O)c1cc(C)n(C)c1C	21	2	1	.	.	2	3	-4	.
